Screening data as filed in PubChem BioAssay.
D1 potentiator: human D1 dopamine receptor positive modulation; P21728; HEK293 TREx D1 cells, calcium flux, dopamine EC20 potentiation; potentiation, % at 10 µM; hit rate 0.036% among 360,000; AID 504651; in the data active means potentiation above about 30%; further: 0% is about no effect
RXFP1 antagonist: blocks the human relaxin receptor RXFP1. Q9HBX9. HEK293-RXFP1, relaxin-stimulated cAMP HTRF, 30 min; active compounds read low. activity change, negative = inhibition, % at 57.5 µM. hit rate 0.59% among 350,000. AID 1259400;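 active means activity change of -60% or lower, but not beyond a set lower limit; inconclusive means change between -60% and -40%, or beyond the set limit; inactive means change above -40%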; further: on the % scale 0 is the no-effect control and ±100 the full control effect
Target sequence (Q9HBX9 whole entry, looked up): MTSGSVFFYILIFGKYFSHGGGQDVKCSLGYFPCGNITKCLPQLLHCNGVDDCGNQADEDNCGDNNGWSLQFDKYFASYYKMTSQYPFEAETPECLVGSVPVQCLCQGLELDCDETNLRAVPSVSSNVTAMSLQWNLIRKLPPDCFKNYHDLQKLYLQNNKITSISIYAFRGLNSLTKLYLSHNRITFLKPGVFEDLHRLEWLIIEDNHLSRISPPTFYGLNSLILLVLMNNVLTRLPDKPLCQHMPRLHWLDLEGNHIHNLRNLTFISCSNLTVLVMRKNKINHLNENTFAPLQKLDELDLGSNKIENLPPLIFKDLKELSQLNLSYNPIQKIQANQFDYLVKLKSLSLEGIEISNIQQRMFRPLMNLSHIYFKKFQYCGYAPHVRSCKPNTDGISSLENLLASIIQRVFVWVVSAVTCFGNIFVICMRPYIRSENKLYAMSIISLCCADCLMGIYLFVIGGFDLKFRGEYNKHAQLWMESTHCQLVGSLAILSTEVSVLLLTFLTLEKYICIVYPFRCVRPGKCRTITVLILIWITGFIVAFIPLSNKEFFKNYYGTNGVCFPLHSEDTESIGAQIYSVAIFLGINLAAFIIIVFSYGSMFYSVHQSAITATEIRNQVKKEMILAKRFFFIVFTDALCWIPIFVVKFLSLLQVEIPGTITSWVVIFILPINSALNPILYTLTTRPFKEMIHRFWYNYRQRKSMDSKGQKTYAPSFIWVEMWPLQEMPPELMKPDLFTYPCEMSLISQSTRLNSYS
D1 ag: human D1 receptor agonism; P21728; activation, % at 2 µM; HEK293 T-REx D1 cells, calcium flux, agonist mode; AID 504660; hit rate 1% among 360,000; in the data active means activation above about 30%; further: 0% is about no effect
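Tetracycline-induced HEK293 TREx D1 cells, force-coupled to calcium signalling, were dye-loaded with a no-wash calcium kit. Compound was pin-added after a 10 s baseline. Fluorescence was read kinetically at 1 cycle/s for 180 s, with calcium rises flagged as agonism.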
D2 potentiator: positive allosteric modulators of human D2 dopamine receptor; hit rate 0.34% among 340,000; potentiation, % at 10 µM; HEK293 T-REx D2, calcium flux, EC20 dopamine potentiation; AID 485347;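 active means potentiation over 3 SD above the plate norm, cut at about 30% in these data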; further: 0% is about no effect
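Cells plated with tetracycline inducer and held overnight at 30 C; calcium dye loaded 30–90 min at room temperature; baseline taken, compound added and read 180 s; EC20 dopamine then added and read 180 s.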
TRHR PAM: TRH receptor (human) allosteric enhancement; P34981; TRHR cells, fluo-8 calcium fluorescence, EC20 TRH enhancement; enhancement, % at 2 µM; hit rate 0.66% among 360,000; AID 493056; in the data active means enhancement above about 30%; further: 0% is about no effect
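Enhancer read-out: after compound pinning and an initial kinetic agonist-mode read, an EC20 of TRH (10 nM final) was injected and fluo-8 calcium signal (Ex 480/Em 530) followed at 1 s/cycle for 100 cycles in TRHR-expressing cells.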
RXFP1 ag: activates the human relaxin receptor RXFP1; hit rate 0.3% among 370,000; HEK293T-RXFP1 cAMP TR-FRET, 30 min; response scale: percent of porcine relaxin response, buffer zero; Q9HBX9; Potency, µM (doses to about 57.5 µM), for inactives: at the highest dose activation, hits mostly activators; AID 2676; further: potency means the concentration at half of the fitted maximal effect; on the % scale 0 is the no-effect control and ±100 the full control effect; nearly all actives have a fitted effect of over 60% in size; many of its hits are not listed in these tables
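HEK293 cells stably expressing RXFP1, treated 30 min at 37C with compounds plus PDE4 inhibitor Ro 20174; cAMP measured by HTRF TR-FRET. Normalized to buffer and 29 nM porcine relaxin; EC50 by Hill fit.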
TRHR agonist: agonists of human TRH receptor. activation, % at 2 µM. hit rate 0.18% among 360,000. AID 493084. P34981. TRHR cells, calcium flux fluo-8, FDSS agonist mode; in the data active means activation above about 30%; further: 0% is about no effect
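Fluo-8-loaded TRHR cells; 10 s baseline, compound added, kinetic Ca2+ fluorescence read 1/s, agonist mode.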
Apoferritin bind: candidate novel general anesthetic via apoferritin binding; Potency, µM (highest dose often 77.5 µM), inactives show at the highest dose activity change, negative = displacement, most hits filed as inhibitors; AID 485281; apoferritin/1-aminoanthracene competitive binding, fluorescence; hit rate 0.074% among 350,000; P02791; further: potency means the concentration at half of the fitted maximal effect; on the % scale 0 is the no-effect control and ±100 the full control effect; nearly all actives have a fitted effect of over 20% in size
Target sequence (P02791 2-175 limits assumed): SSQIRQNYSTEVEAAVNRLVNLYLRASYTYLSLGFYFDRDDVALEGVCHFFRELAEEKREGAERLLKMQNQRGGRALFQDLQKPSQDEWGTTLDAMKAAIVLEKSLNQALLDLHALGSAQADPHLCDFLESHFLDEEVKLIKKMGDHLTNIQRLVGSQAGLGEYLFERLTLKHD
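In PBS, apoferritin at 10 uM is loaded with 1-AMA from a 50% saturated solution. After 10 min of compound exposure at ambient temperature, reduced 535 nm fluorescence indicates probe displacement.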
D1 antag: blocks dopamine activation of the human D1 receptor. P21728. HEK293 TREx D1 cells, calcium flux, dopamine EC80; active compounds read low. activity change, negative = inhibition, % at 10 µM. hit rate 3.2% among 360,000; in the data active means activity change below about -30%; further: on the % scale 0 is the no-effect control and ±100 the full control effect
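Cells carrying a force-coupled, tetracycline-inducible human D1 receptor report calcium flux. Each well gets a 10 s baseline, compound with 180 s monitoring, then an EC80 dopamine stimulus with a second 180 s kinetic read.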
Numbers without * were called inactive; u = inconclusive; x = not tested or not shown; [ ] = another dose, or the depositor's remark. Unless noted, the call rests on the fitted dose curve; in most records, active means well fitted curve in the direction sought with a large enough effect; inconclusive means small, poorly fitted or top-dose-only effect, or another doubt; inactive means no such curve, though single readings can be large; an effect the other way counts as inactive or inconclusive.

Molecule	D1 ag	TRHR agonist	Apoferritin bind	TRHR PAM	D2 potentiator	D1 antag	RXFP1 ag	RXFP1 antagonist	D1 potentiator
CCNCCNC(=O)c1c(O)c2cccc3c2n(c1=O)CCC3	1	-0.2	-13%	-3	-9	3	2.1%	-30	-4
CC(C)c1ccc(OCC(=O)Nc2cccc3c2CCCC3)cc1	16	-1.7	-13%	12	6	21	1.4%	-4	0
CC1CCN(Cc2cnc(Cl)s2)CC1	2	0.1	2%	-7	0	1	-0.4%	-6	-5
Cc1cccc(C(=O)NC2CCN(C(=O)NCc3ccccc3)CC2)c1	1	-0.1	5%	-2	x	19	1.3%	-9	-8
COC(=O)/C(=C\Nc1ccc(Cl)c2ccccc12)c1ncc(C(F)(F)F)cc1Cl	1	0.4	-4%	1	1	8	-1.7%	-9	-5
COc1cccc(OC)c1C(=O)N1CCN(Cc2cccnc2)CC1	-3	0.6	1%	3	7	-3	-3.2%	-24	-2
COc1ccccc1C(=O)Oc1cc(N)n(S(=O)(=O)c2ccccc2)n1	2	-1.2	-18%	7	12	-1	0.3%	19	-3
CCOC(=O)C1(CCOc2ccccc2)CCN(Cc2ccc(COC)o2)CC1	2	0.9	-8%	-6	-14	-15	-0.1%	-7	-3
O=C(CCc1ccc(S(=O)(=O)N2CCOCC2)cc1)Oc1ccccc1	6	-0.4	-17%	-2	-6	-5	1.2%	5	-2
COc1cc(C2NC(=O)NC(C)=C2C(=O)NCc2ccccc2)c(Cl)cc1O (configuration not stated)	3	1.9	-18%	-14	8	1	-0.8%	8	4
CCOc1ccccc1NC(=O)c1ccc(NC(=O)c2ccco2)cc1	3	0.2	-15%	0	7	-4	-0.8%	-20	-5
CCc1nnc(NC(=O)c2cccc(S(=O)(=O)N3CC(c4ccccc4)CC3=O)c2)s1 (configuration not stated)	0	-0.3	u	-4	7	0	1.4%	-27	4
FC(F)(F)c1nc(NCC2CCCO2)c2nnn(Cc3ccccc3Cl)c2n1 (configuration not stated)	3	-0.1	-15%	-5	15	6	0.2%	-17	7
C(=N\Nc1ncnc2sc3c(c12)CCC3)/c1cccs1	0	-1.4	3%	8	-4	1	1.0%	x	-2
CCOc1ccc(CCNC(=O)c2ccc3c(c2)N(Cc2ccc(C)cc2)CCS3)cc1	0	0.9	812%[activator]	-3	-5	-9	16%	5	-1
O=c1c(-c2ccccc2)c(O)cc(-c2ccncc2)n1-c1ccc(Cl)cc1	1	-1.5	-3%	14	12	1	1.7%	3	-5
Cc1cc(C)c(S(=O)(=O)N2CCOC2CNC(=O)C(=O)NCCN(C)C)c(C)c1 (configuration not stated)	2	1.9	5%	-16	-22	-3	-1.0%	-6	1
CCc1noc(C)c1C(=O)Nc1cc(S(=O)(=O)N2CCOCC2)ccc1N1CCN(CC)CC1	2	0.7	x	-5	1	0	2.5%	-11	0
CCCOc1ccc(C(=O)Nc2ccc(S(=O)(=O)N3CCN(C)CC3)cc2)cc1	10	0.0	-9%	-2	-3	-72*	0.5%	-39	-11
COc1cccc(C(=O)Nc2ccc(S(=O)(=O)N3CCCCC3)cc2)c1OC	4	0.0	-23%	-2	7	-21	0.1%	-13	-9
COc1ccc(O)c(C(=O)c2cnc3c(c2)c(-c2ccc(F)cc2)c(C#N)c(=O)n3C)c1	3	0.2	u	0	20	1	-0.3%	u	1
COc1ccc(NC(=S)NC(=O)c2ccccc2Cl)cc1	10	-1.0	-10%	-4	-7	-2	-2.9%	-2	-4
Cc1ccc(S(=O)(=O)c2nc(S(C)(=O)=O)sc2NCc2ccc3c(c2)OCO3)cc1	3	-0.9	-17%	-4	-8	10	1.1%	-12	-1
COc1ccc2c(c1)c(C(=O)CN1CCOCC1)c(C)n2C	2	-0.3	-8%	0	3	7	2.2%	-4	1
Cc1ccc(CNc2cc(C)nc3nc(-c4cccc(C)c4)nn23)cc1	12	3.3	73%[activator]	-5	-4	5	4.8%	x	1
Cc1ccc(Nc2nnc(SCC(=O)c3ccc(O)cc3O)s2)cc1	1	0.1	-17%	-1	7	0	-0.1%	-15	8
COCCCn1c(SCC(=O)Nc2ccc(F)cc2)nc2c(sc3ccccc32)c1=O	3	0.2	-6%	0	9	-6	13%	x	-1
Cc1ncoc1C(=O)N1CCCC(C(=O)c2cccc(OC(C)C)c2)C1 (configuration not stated)	1	-0.6	-9%	1	x	-4	0.2%	5	-6
Cc1cccc(N/N=C(\C#N)S(=O)(=O)C(C)(C)C)c1	6	0.2	-10%	-3	-7	5	0.1%	2	0
c1ccc(-c2nnc(CN3CCC4(CC3)OCCO4)o2)cc1	4	1.6	9%	0	x	8	0.1%	-2	-3
COC(=O)c1ccc(C)c(NS(=O)(=O)c2ccc(OC)cc2)c1	4	-1.7	-10%	-1	16	-27	0.5%	0	-3
CCC(=O)Nc1ccc(Cl)c(NC(=S)NC(C)=O)c1	0	0.1	-4%	17	0	19	1.3%	-1	-3
CC(=O)Nc1ccc(NC(=O)CN(c2cc(Cl)ccc2Cl)S(C)(=O)=O)cc1	-1	0.9	-5%	-9	4	x	-0.4%	-9	-3
CC(=O)N1CCN(C(=O)CCc2nnc(CCCCc3ccccc3)o2)CC1	10	0.3	-8%	-2	-13	3	-0.6%	9	-6
COc1cccc(CNC(=O)c2nnn(CC(=O)Nc3cccc(C)c3)c2N)c1	-1	-0.3	-16%	9	-10	15	0.4%	1	0
CN(C)S(=O)(=O)c1ccc(C(=O)OCC2CCCO2)cc1 (configuration not stated)	4	1.9	3%	-6	-3	9	0.0%	5	-1

Reformatted with each value named: two of the compounds above.
> Cc1cccc(N/N=C(\C#N)S(=O)(=O)C(C)(C)C)c1
  D1 ag: 6 | TRHR agonist: 0.2 | Apoferritin bind: -10% | TRHR PAM: -3 | D2 potentiator: -7 | D1 antag: 5 | RXFP1 ag: 0.1% | RXFP1 antagonist: 2 | D1 potentiator: 0

> c1ccc(-c2nnc(CN3CCC4(CC3)OCCO4)o2)cc1
  D1 ag: 4 | TRHR agonist: 1.6 | Apoferritin bind: 9% | TRHR PAM: 0 | D2 potentiator: x | D1 antag: 8 | RXFP1 ag: 0.1% | RXFP1 antagonist: -2 | D1 potentiator: -3

Next section
Molecule	D1 ag	TRHR agonist	Apoferritin bind	TRHR PAM	D2 potentiator	D1 antag	RXFP1 ag	RXFP1 antagonist	D1 potentiator
O=C(Oc1coc(CSc2ncccn2)cc1=O)c1ccccc1[N+](=O)[O-]	8	-5.2	-22%	-2	10	-14	14%	1	-8
COc1ccc(NC(=O)NNC(=O)C(C)Oc2ccc3ccccc3c2)cc1OC (configuration not stated)	10	-0.2	-9%	-1	0	7	2.2%	-11	6
CCc1cccc(NC(=O)C2CCCC2)c1	0	-0.8	u	0	-1	-9	1.8%	-10	-2
CCN(CC)S(=O)(=O)c1ccc(C(=O)NCCSc2c(-c3ccccc3)[nH]c3ccccc23)cc1	3	0.6	0%	-1	-5	3	-0.9%	-15	-2
Cc1ccc(CCNC(=O)c2nc(CS(=O)(=O)c3ccc(Cl)cc3)no2)cc1	14	0.1	u	-2	-5	-11	4.3%	-13	-8
COc1cc2c(cc1OC)-c1cc3ccc(OC)c(OC)c3c[n+]1CC2	2	-1.4	0%	0	10	17	-2.3%	x	-6
O=C(NCCC1=CCCCC1)c1ccc2c(c1)N(Cc1ccccc1F)C(=O)c1ccccc1S2=O (configuration not stated)	7	0.6	-5%	-4	-11	-10	-0.7%	x	-4
Cc1cccc(NC(=O)c2sc(-c3ccccc3)nc2-c2ccc([N+](=O)[O-])cc2)c1	1	0.4	-6%	-6	8	-4	0.9%	4	3
COc1cc(-c2nc(CCNC(=O)c3ccco3)cs2)cc(OC)c1OC	0	0.5	-2%	8	3	4	5.0%	-7	-2
C/C(=N\O)c1noc(C)c1C(=O)Nc1nccs1	3	0.6	0%	3	x	-2	-1.2%	2	-4
COc1cc(/C=N/NC(=O)C2COc3ccccc3O2)cc(OC)c1OC (configuration not stated)	3	2.0	-15%	-4	9	1	3.2%	-7	-1
O=C(Nc1ccc(F)c(F)c1)C1=COCCO1	1	-0.4	x	-4	6	1	-0.4%	-5	-4

Structural class, the entries above containing a cyano group (two)
Molecule	D1 ag	TRHR agonist	Apoferritin bind	TRHR PAM	D2 potentiator	D1 antag	RXFP1 ag	RXFP1 antagonist	D1 potentiator
COc1ccc(O)c(C(=O)c2cnc3c(c2)c(-c2ccc(F)cc2)c(C#N)c(=O)n3C)c1	3	0.2	u	0	20	1	-0.3%	u	1
Cc1cccc(N/N=C(\C#N)S(=O)(=O)C(C)(C)C)c1	6	0.2	-10%	-3	-7	5	0.1%	2	0

Further structures.
Molecule	D1 ag	TRHR agonist	Apoferritin bind	TRHR PAM	D2 potentiator	D1 antag	RXFP1 ag	RXFP1 antagonist	D1 potentiator
Cc1cc(C)c(NS(=O)(=O)c2ccc(-c3cnc(C4CC4)o3)cc2)c(C)c1	8	0.5	75%[activator]	-2	5	-10	-1.7%	x	0
Cc1[nH]c(=O)nc(SCc2ccc(Cl)c(Cl)c2)c1C#N	3	-0.3	-9%	-2	4	-11	-0.2%	-10	-6
CC(C)(C)c1[nH]nc2c1C(c1ccccc1OC(=O)N1CCOCC1)C(C#N)=C(N)O2 (configuration not stated)	2	0.4	-4%	-2	-13	-18	0.2%	5	0
COCCSc1nnc(NS(=O)(=O)c2ccc(F)cc2)s1	3	0.3	-3%	4	0	9	-0.4%	-10	12
O=C1c2cccnc2C(O)N1Cc1ccccc1 (configuration not stated)	1	-0.2	-1%	3	-7	-3	0.7%	-2	1
COc1cccc(/C=N/NC(=O)c2cccs2)c1	4	-0.6	-3%	2	x	-1	1.0%	0	1
COc1ccc(CCC(=O)N/N=C\c2cccs2)cc1	3	0.6	-12%	-4	-6	-4	-0.1%	4	-2

Some of the compounds tested; count on the stated rates, not on these rows.
